AID inhibitor = Primary qHTS assay for inhibitors of Activation Induced Cytidine Deaminase (AID): AID signal. Single-stranded DNA cytosine deaminase (Homo sapiens), Q9GZX7. AID deamination FRET fluorescence, UDG-coupled, 4 h. Potency, µM (series often up to 115 µM), inactives show at the top dose activity change, negative = inhibition, usual class: inhibitors. 91,000 tested, 0.32% active. AID 1347428, 2020; note: nearly all actives have a fitted effect of over 25% in size
Target sequence (Q9GZX7 whole entry, looked up): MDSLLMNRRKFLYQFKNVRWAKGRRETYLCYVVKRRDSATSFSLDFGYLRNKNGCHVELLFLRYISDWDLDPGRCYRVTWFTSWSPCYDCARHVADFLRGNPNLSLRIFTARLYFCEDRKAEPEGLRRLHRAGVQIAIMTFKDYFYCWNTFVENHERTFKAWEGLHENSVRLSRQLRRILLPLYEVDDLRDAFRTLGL
UDG counter = Primary qHTS assay for inhibitors of Activation Induced Cytidine Deaminase (AID): UDG Counterscreen signal; Uracil-DNA glycosylase; FRET deamination/UDG coupled assay, UDG read, 4 h; Potency, µM (doses to about 115 µM), for the others: at the highest dose activity change, negative = inhibition, most hits filed as inhibitors; 91,000 tested, 0.14% active; note: nearly all actives have a fitted effect of over 65% in size
* hit, by the source's call; ? = inconclusive; & = joins results of further samples; [ ] = dose if it differs, or a comment. Calls come from the whole dose curve; as a rule, active = well fitted curve in the direction sought with a large enough effect; inconclusive = small, poorly fitted or top-dose-only effect, or another doubt; inactive = no such curve, though single readings can be large; an effect the other way counts as inactive or inconclusive. % is set by controls: 0 for no effect and ±100 for the full control effect; potency is the fitted concentration of half-maximal effect. These rows are one share of the data; the hit share may differ from the screen's.

SMILES	AID inhibitor	UDG counter
Cc1ccccc1-c1nn2c(=O)cc(CN3CCN(C(=O)c4ccccc4Br)CC3)nc2s1	30%	0%
CCN(C(=O)C1CCN(S(=O)(=O)c2cc(Br)cc3c2N(C(C)=O)CC3)CC1)c1cccc(C)c1	?	-16%[57.5 µM]
CCOC(=O)c1cnc2ccc(Br)cc2c1NCCN1CCOCC1	24%	-1%
COc1cc(CN2C(=O)C(=O)c3cccc(C)c32)ccc1OCCC(C)C	?	-4%
COc1ccc(CNC(=O)CCc2ncc(-c3ccc(C)cc3)o2)cc1	-1%	2%
CCCN1CCN(CCCNC(=O)c2c(C)nn(-c3ccc(F)cc3)c2-n2cccc2)CC1	-15%	2%
COc1cc2c(cc1OC)C(c1ccccc1)N(CC(=O)Nc1ccccc1)CC2 (stereo not drawn)	-20%	-10%
CCCOc1nc2ccccc2nc1C(C#N)C(=O)NCc1ccccc1 (stereo not drawn)	7%	2%
Cc1ccc(NC(=O)c2nnn(CC(=O)Nc3ccc(C)c(Cl)c3)c2N)c(C)c1	14%	4%
COc1ccc(C)cc1NC(=O)CSc1nc2ccccc2nc1N1CCOCC1	?	?
CCCCCCCC(=O)N/N=C/C(C)=N/NC(=O)CCCCCCC	-1%	-9%
CCOc1ccc(C(c2c(O)cc(C)n(CCOC)c2=O)N2CCN(c3ccccc3)CC2)cc1 (stereo not drawn)	23%	11%
CC1CCCN(C(=O)COc2ccccc2-c2noc(-c3ccc(Cl)cc3)n2)C1 (stereo not drawn)	0%	-1%
N#CC1=C(SCC(=O)c2ccc(Br)cc2)NC(=O)C(C#N)C12CCCCC2 (stereo not drawn)	-8%	6%
Cc1c(Cl)cccc1NC(=O)NCCCN(C)CC(F)(F)F	0%	10%
Cc1ccc(C)c(NC(=O)CCCN2C(=O)C(c3ccccc3)Oc3cccnc32)c1 (stereo not drawn)	14%	14%
CCc1ccc(NC(=O)CSC2=Nc3ccccc3C3=NC(CC(=O)NC4CCCCC4)C(=O)N23)cc1 (stereo not drawn)	4%	0%
Oc1c(Br)cc(Cl)cc1Cc1cc(Cl)cc(Br)c1O	-26%	-2%
Cc1ccc(-c2nnc3c4ccccc4c(C)nn23)cc1NC(=O)c1ccccc1	3%	-8%
O=C(Nc1ccc2nc(SCc3ccccc3)sc2c1)c1cccc(F)c1	10%	?
COc1ccc(NC(=O)c2c(-c3ccccc3)oc3ccc(OC)cc23)cc1	-4%	-4%
Cc1ccc(-c2nn3c(-c4ccccc4)nnc3c3ccccc23)cc1	0%	1%
Cc1cc(C)cc(OCCSc2nc3ccc(NC(=O)COc4ccccc4)cc3s2)c1	-10%	?
CCn1cc2nc(SCC(=O)Nc3ccccc3C(F)(F)F)n(Cc3ccc(C)cc3)c(=O)c2n1	?	-9%
CON(C)C(=O)c1cc(-c2cc(C)oc2C)nc2onc(C)c12	35%[activator]	1%

Some of the entries so far, as labelled records.
> Cc1ccccc1-c1nn2c(=O)cc(CN3CCN(C(=O)c4ccccc4Br)CC3)nc2s1
  AID inhibitor: 30%
  UDG counter: 0%

> CCN(C(=O)C1CCN(S(=O)(=O)c2cc(Br)cc3c2N(C(C)=O)CC3)CC1)c1cccc(C)c1
  AID inhibitor: ?
  UDG counter: -16%[57.5 µM]

> CCOC(=O)c1cnc2ccc(Br)cc2c1NCCN1CCOCC1
  AID inhibitor: 24%
  UDG counter: -1%

> COc1cc(CN2C(=O)C(=O)c3cccc(C)c32)ccc1OCCC(C)C
  AID inhibitor: ?
  UDG counter: -4%

Shown with each value named: part of the list above
Cc1ccc(-c2nn3c(-c4ccccc4)nnc3c3ccccc23)cc1
  AID inhibitor = 0%	UDG counter = 1%

Cc1cc(C)cc(OCCSc2nc3ccc(NC(=O)COc4ccccc4)cc3s2)c1
  AID inhibitor = -10%	UDG counter = ?

The listing continues.
SMILES	AID inhibitor	UDG counter
CN(CCOC(=O)/C=C/c1ccccc1)Cc1ccccc1	-5%	-6%
COc1cccc(CNC(=O)c2ccc3c(=O)n4nc(Nc5ccccc5)sc4nc3c2)c1	4%	-3%
CSc1ccccc1C(=O)Nc1ccc(F)cc1F	-5%	4%
Cc1ccc(NC(=O)Cc2ccc3c(c2)OCCO3)cc1S(=O)(=O)N1CCCCC1	-14%	-16%
O=C(/C=C/c1ccc(-c2cc(Cl)ccc2Cl)o1)c1ccccc1	-14%	-14%
CCc1ccccc1NC(=O)c1ccc2[nH]c(C)c(C)c2c1	21%	-13%
O=C(Cn1c(=O)n(-c2ccccc2)c(=O)c2c3c(sc21)CCCC3)Nc1ccc(F)cc1F	18%	7%
O=C(CCC1N=C2c3ccccc3N=C(SCc3ccccc3F)N2C1=O)NCc1ccc(F)cc1 (stereo not drawn)	17%	2%
COc1ccc(CCN2C(=O)c3oc4ccc(F)cc4c(=O)c3C2c2ccc(C(C)(C)C)cc2)cc1 (stereo not drawn)	?	-8%
CCC(=O)c1ccc(Oc2cc(C#N)c(C#N)cc2N2CCOCC2)cc1	-1%	-3%
COc1ccc(NC(=O)C2CCN(S(=O)(=O)c3ccc4[nH]c(=O)ccc4c3)CC2)cc1Cl	9%	-10%
COc1ccc(OC)c(NC(=O)CSc2cn(CC(=O)N3CCCCCC3)c3ccccc23)c1	-23%	-4%
CC(C)c1ccc(S(=O)(=O)c2cnc(SCC(=O)Nc3cccc(C(F)(F)F)c3)nc2N)cc1	?	-12%
Cc1cccc(N2CCN(C(=O)c3cccn3-c3nnc(N4CCCCC4)s3)CC2)c1C	?	9%
CC(=O)c1ccc(NC(=O)CSc2nnc(-c3ccncc3)n2-c2ccccc2)cc1	31%[activator]	12%
Cc1cc(C)cc(S(=O)(=O)c2cn(C)c3cc(N4CCCC4)c(F)cc3c2=O)c1	0%	3%
O=C(O)c1ccc(CSc2nc3cccnc3n2Cc2cccc(F)c2)cc1	4%	15%
Cc1nc2ccccc2c(C)c1C(=O)O	1%	-6%
Cc1noc2ncnc(N3CCN(c4cccc(C(F)(F)F)c4)CC3)c12	-13%	-10%
Cc1ccc(CC(=O)NC(C)C2CCCO2)cc1 (stereo not drawn)	2%	13%
C[N+](C)(C)C/C=C1/COCO1	0%	6%
O=C(O)C1(c2ccc(Br)cc2)CCCCC1	-8%	7%
Cc1cc2oc(C(=O)Nc3ccc(S(=O)(=O)N(C)c4ccccc4)cc3)cc(=O)c2cc1C	2%&11%	1%&-5%
CCOc1ccccc1-n1cc2c(c1-c1ccc(OC)cc1)c(=O)n(C)c(=O)n2C	-12%	0%
Cc1occc1-c1nnc(SC(C(=O)N2CCCC2)c2ccccc2)n1-c1ccccc1 (stereo not drawn)	-7%	-11%

One compound at a time, as listed above. Screens in order: AID inhibitor, UDG counter
`COc1ccc(NC(=O)C2CCN(S(=O)(=O)c3ccc4[nH]c(=O)ccc4c3)CC2)cc1Cl` is listed as 9%, -10%
`CC(=O)c1ccc(NC(=O)CSc2nnc(-c3ccncc3)n2-c2ccccc2)cc1` is listed as 31%[activator], 12%
`Cc1cc(C)cc(S(=O)(=O)c2cn(C)c3cc(N4CCCC4)c(F)cc3c2=O)c1` is listed as 0%, 3%

New compounds follow:
SMILES	AID inhibitor	UDG counter
Cc1ccc(C(=O)NCCc2csc(-c3cccc(F)c3)n2)cc1C	?	-6%
O=C(COC(=O)c1cc(=O)c2ccccc2o1)Nc1ccc(F)c(F)c1	-2%	-9%
COc1cc(C(=O)Nc2sc3ccccc3c(=O)c2-c2ccc3c(c2)OCO3)cc(OC)c1OC	-1%	-1%
CCOc1ccc(CNC(=O)c2ccc(CSc3nc4ccncc4n3Cc3ccc(F)cc3)cc2)cc1	-5%	3%
COC(=O)CSc1nc2c(c(=O)n(C)c(=O)n2C)n1Cc1ccccc1Cl	-15%	3%
Cc1ccc(S(=O)(=O)NCC(c2cccnc2)S(=O)(=O)c2ccccc2)cc1 (stereo not drawn)	3%	1%
COCCNS(=O)(=O)c1cc(-c2nn(C)c(=O)c3ccccc23)ccc1C	-7%	-11%
Cc1cc2nc(-c3ccccc3)c(-c3ccccc3)nc2cc1C	-8%	6%
Cc1ccc(-c2cc(C(F)(F)F)n3nc(C(=O)NCC45CC6CC(CC(C6)C4)C5)cc3n2)cc1	-12%	-8%
N#Cc1ccc(CS(=O)(=O)NCc2ccccc2)cc1	0%	15%
CC1CC(C)CN(CC(=O)O)C1 (stereo not drawn)	0%	-6%
COc1ccc(C(=O)C(C)OC(=O)c2ccc(OCC3CCCO3)cc2)cc1 (stereo not drawn)	9%	-7%
Cc1c(C(=O)N2CCCC2)oc2c1-c1nn(CC(=O)NCc3cccc(Br)c3)cc1CC2	-23%	-14%
COc1cc(C(=O)OC23CC4CC(C2)C(=O)C(C4)C3)cc(OC)c1OC	1%	0%
Cc1nc2ccn(Cc3ccco3)c(=O)c2cc1C(=O)N1CCN(c2ccccc2F)CC1	0%	1%[57.5 µM]
Cc1ccc(S(=O)(=O)NCC(c2ccc(N(C)C)cc2)N2CCOCC2)cc1 (stereo not drawn)	-18%	6%
CCOc1ccc(N2CC(NC(=O)c3ccc4c(c3)OCO4)CC2=O)cc1 (stereo not drawn)	6%	0%
Cc1c(Cl)cccc1NC(=O)CCS(=O)(=O)c1ccc2c(c1)oc(=O)n2C	-7%[57.5 µM]	-2%[57.5 µM]
Cc1ccc(C(=O)c2oc3ccccc3c2NC(=O)c2cc(-c3ccccc3)on2)cc1F	5%	1%
CCCOc1c(Br)cc(C(=O)Oc2cc(C(=O)OC)cc(C(=O)OC)c2)cc1OC	-5%	4%
COc1cccc(OC)c1C(=O)NCCc1sc(-c2cccc(F)c2)nc1C	-5%	45%[activator]
CNCCN(C)C1CCCCC1	4%	-2%
CCOC(=O)c1cnc2ccc(OC)cc2c1Nc1ccc(C(C)=O)cc1	-18%	-2%
Cc1cc(NC(=O)CN2CCC(C)CC2)nc2c1c(=O)oc1ccccc12	76%[activator]	5%
Cc1ccc(NC(=O)C2CCN(S(=O)(=O)c3ccc4c(c3)CCCN4C(=O)C3CCC3)CC2)cc1	7%	-8%

The last 7 entries of the part before open the next one.
SMILES	AID inhibitor	UDG counter
Cc1ccc(C(=O)c2oc3ccccc3c2NC(=O)c2cc(-c3ccccc3)on2)cc1F	5%	1%
CCCOc1c(Br)cc(C(=O)Oc2cc(C(=O)OC)cc(C(=O)OC)c2)cc1OC	-5%	4%
COc1cccc(OC)c1C(=O)NCCc1sc(-c2cccc(F)c2)nc1C	-5%	45%[activator]
CNCCN(C)C1CCCCC1	4%	-2%
CCOC(=O)c1cnc2ccc(OC)cc2c1Nc1ccc(C(C)=O)cc1	-18%	-2%
Cc1cc(NC(=O)CN2CCC(C)CC2)nc2c1c(=O)oc1ccccc12	76%[activator]	5%
Cc1ccc(NC(=O)C2CCN(S(=O)(=O)c3ccc4c(c3)CCCN4C(=O)C3CCC3)CC2)cc1	7%	-8%
CC(Sc1c(Cl)cccc1Cl)C(=O)NC(N)=O (stereo not drawn)	-10%	-1%
CN(CC(=O)NC(C)(C)C)C(=O)c1cc(=O)[nH]c2ccccc12	3%	3%
O=C(c1ccc(-n2cccn2)cc1)N1CCCC1c1ccc2c(c1)OCCO2 (stereo not drawn)	0%	5%
Cc1ccc(CNC(=O)CN2C(=O)C3(SCC(=O)N3c3ccc(F)cc3)c3ccccc32)cc1 (stereo not drawn)	12%	13%
CCCCCCc1ccc(Nc2ccccc2)cc1O	114%[activator]	?
CCOC(=O)Cc1csc(NC(=O)c2nc(C)n(-c3ccc(Cl)cc3)n2)n1	-3%	-1%
CSC1=N/C(=C\c2ccc(-c3ccc(Cl)cc3)o2)C(=O)S1	32%[activator]	6%
CCOC(=O)c1c(-c2ccc(C)cc2)csc1NC(=O)c1cc(-c2ccc(Cl)cc2)on1	8%	-8%
O=C(COc1ccc(Cl)cc1)Nc1ccc2oc(-c3ccccc3)nc2c1	-9%	22%
CC1=C(C(=O)Nc2cccc(C(F)(F)F)c2)C2(CCCCC2)OC1=O	12%	0%
COc1ccc2c(c1)c1c(c(=O)n(-c3ccccc3C)c(=O)n1C)n2C	-3%	-2%
Cc1nc2cc(NC(C)c3nc(C(C)(C)C)no3)ccc2o1 (stereo not drawn)	-9%	3%
